APEX1 inh: APE1 (human) endonuclease inhibition | hit rate 0.35% among 350,000 | P27695 | Potency, µM (top dose mostly 65.8 µM), inactives show at the highest dose activity change, negative = inhibition, most hits filed as inhibitors | recombinant APE1, TAMRA/BHQ-2 abasic DNA cleavage fluorescence;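 note: plate controls were vehicle for no effect and reference inhibitor for full effect; nearly all actives have a fitted effect of over 55% in size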
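Substrate: short duplex with […] THF abasic site, 5'-TAMRA and 3'-BHQ-2, 50 nM final. APE1 at 0.75 nM, preincubated 15 min RT with compound. Fluorescence increase from first to third read measured activity.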
BLM inh: blocks DNA unwinding by human BLM helicase; recombinant BLM DNA unwinding, fluorescence dequenching; AID 2528; Potency, µM (titrated, usually from 56.1 µM), for inactives: top-dose activity change, negative = inhibition, actives largely listed as inhibitors; P54132; hit rate 0.2% among 350,000;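 note: plate controls were vehicle for no effect and no enzyme for full effect; nearly all actives have a fitted effect of over 35% in size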
Apoferritin bind: binds horse apoferritin like a general anesthetic. P02791. apoferritin/1-aminoanthracene competitive binding, fluorescence. Potency, µM (highest dose often 77.5 µM), for the others: top-dose activity change, negative = displacement, hits mostly inhibitors. hit rate 0.074% among 350,000. AID 485281; note: nearly all actives have a fitted effect of over 20% in size
Target sequence (P02791 2-175 limits assumed): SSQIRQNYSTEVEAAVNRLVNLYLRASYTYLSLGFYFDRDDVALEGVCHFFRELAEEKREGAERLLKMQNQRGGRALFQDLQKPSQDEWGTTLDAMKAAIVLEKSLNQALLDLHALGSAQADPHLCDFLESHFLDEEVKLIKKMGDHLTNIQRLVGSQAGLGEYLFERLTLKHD
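Concentration-response curves derived by four-parameter Hill fitting of normalized fluorescence, where compounds displaced 1-AMA from 10 uM horse apoferritin following a brief 10 min room-temperature incubation; propofol titration acted as positive control.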
Pol kappa inh: DNA polymerase kappa (human) inhibition | purified Pol kappa, fluorescent DNA synthesis assay, 10 min | Potency, µM (titrated, usually from 107 µM), for inactives: at the highest dose activity, negative = inhibition, hits mostly inhibitors | hit rate 0.53% among 400,000
Target sequence (Q9UBT6 whole entry, looked up): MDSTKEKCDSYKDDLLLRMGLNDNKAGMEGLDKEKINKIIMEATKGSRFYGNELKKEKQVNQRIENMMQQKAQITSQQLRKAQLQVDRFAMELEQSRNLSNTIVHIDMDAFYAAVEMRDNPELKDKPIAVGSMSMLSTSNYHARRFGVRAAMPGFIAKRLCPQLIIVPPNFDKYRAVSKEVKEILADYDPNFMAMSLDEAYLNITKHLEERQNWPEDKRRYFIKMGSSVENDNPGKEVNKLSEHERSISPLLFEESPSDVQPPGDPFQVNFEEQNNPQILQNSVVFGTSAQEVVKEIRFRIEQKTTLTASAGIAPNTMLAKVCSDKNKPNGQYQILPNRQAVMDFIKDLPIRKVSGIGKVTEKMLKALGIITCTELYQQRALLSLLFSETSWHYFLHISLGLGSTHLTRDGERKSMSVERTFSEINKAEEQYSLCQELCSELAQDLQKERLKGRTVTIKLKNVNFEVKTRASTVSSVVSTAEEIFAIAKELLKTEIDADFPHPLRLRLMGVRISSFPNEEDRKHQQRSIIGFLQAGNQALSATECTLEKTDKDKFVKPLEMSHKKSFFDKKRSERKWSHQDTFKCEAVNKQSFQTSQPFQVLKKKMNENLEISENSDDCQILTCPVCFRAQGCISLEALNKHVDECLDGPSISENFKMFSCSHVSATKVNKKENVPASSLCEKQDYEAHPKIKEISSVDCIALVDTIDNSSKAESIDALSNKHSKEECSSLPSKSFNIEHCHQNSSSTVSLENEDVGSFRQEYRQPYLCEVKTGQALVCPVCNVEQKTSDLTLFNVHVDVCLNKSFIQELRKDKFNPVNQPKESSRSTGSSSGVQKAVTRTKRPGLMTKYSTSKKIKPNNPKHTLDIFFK
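Activity was followed as the change in fluorescence between reads at 0 and 10 min after starting the reaction with 50 nM substrate. Beforehand, 10 nM polymerase had been preincubated with compound for 15 min at room temperature.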
Starred values were filed as active, the others as inactive; ? = inconclusive; . = no result given; [ ] = remark or other dose. Calls come from the whole dose curve; as a rule, active = well fitted curve in the direction sought with a large enough effect; inconclusive = small, poorly fitted or top-dose-only effect, or another doubt; inactive = no such curve, though single readings can be large; an effect the other way counts as inactive or inconclusive. Unless noted, % is set by controls: 0 for no effect and ±100 for the full control effect; potency is the fitted concentration of half-maximal effect. A portion of the library, so the mix of outcomes need not match the whole.

SMILES	APEX1 inh	BLM inh	Apoferritin bind	Pol kappa inh
O=C(Nc1ccccc1)C12CC1/C(=N\O)c1ccccc1O2 (centres undefined)	-1%	.	-8%	4%[19.4 µM]
NCC(O)COc1cccc2ccccc12 (centres undefined)	-4%	.	-5%	7%[19.4 µM]
CC(C)C[C@H](NC(=O)[C@H](CCC(N)=O)NC(=O)[C@H](CCCCN)NC(=O)[C@H](CCC(N)=O)NC(=O)[C@@H](N)CCC(=O)O)C(=O)N[C@@H](CCC(N)=O)C(=O)O	5%	.	5%	9%[19.4 µM]
N#C/C(=C/c1ccc(O)c(O)c1)C(=O)OC/C=C/c1ccccc1	?	.	?	?
CC(=O)OCOC(=O)CN(CC(=O)OCOC(C)=O)c1ccccc1OCCOc1ccccc1N(CC(=O)OCOC(C)=O)CC(=O)OCOC(C)=O	-10%	.	83%[activator]	?
NC(=S)NCCC[C@H](N)C(=O)O	4%	.	0%	3%[60.1 µM]
CCCC(=O)O[C@]1(C(=O)CO)CCC2[C@@H]3CCC4=CC(=O)CC[C@]4(C)C3C(O)C[C@]21C (some centres undefined)	.	-11%	3%	-3%[60.1 µM]
CN[C@H]1[C@H](O)[C@@H](O[C@@H]2[C@H](O)[C@@H](O[C@H]3OC(CN)=CC[C@H]3N)[C@@H](N)C[C@H]2N)OC[C@@]1(C)O	.	-12%[21.4 µM]	2%[29.3 µM]	-12%[19.4 µM]
NS(=O)(=O)c1cc2c(cc1Cl)N[C@@H](C(Cl)Cl)NS2(=O)=O	.	5%[21.4 µM]	1%[29.3 µM]	-9%[19.4 µM]
CC(=O)O[C@@H](C)C[N+](C)(C)C	.	1%[21.4 µM]	5%[29.3 µM]	-4%[12 µM]
C[C@@H]1C[C@H]2[C@@H]3C[C@H](F)C4=CC(=O)C=C[C@@]4(C)[C@]3(F)[C@H](O)C[C@]2(C)[C@@]1(O)C(=O)CO	.	3%[21.4 µM]	1%[29.3 µM]	-11%[12 µM]
CC1(C)S[C@@H]2[C@H](NC(=O)COc3ccccc3)C(=O)N2[C@H]1C(=O)O	.	-7%	3%	3%[60.1 µM]
Cc1ncc([N+](=O)[O-])n1C[C@H](O)CCl	.	3%[21.4 µM]	9%[29.3 µM]	-5%[12 µM]
OCC1O[C@H](Oc2ccc(O)cc2)C(O)C(O)C1O (some centres undefined)	.	5%	2%	-3%[60.1 µM]
C=CCN1C(=CCO)[C@H]2C[C@H]3[C@@H]1CC[C@@]31c3ccccc3N3C=C4[C@@H]5N(/C=C/2[C@H]31)c1ccccc1[C@]51CC[C@H]2[C@H]1C[C@@H]4/C(=C/CO)N2CC=C	.	3%[21.4 µM]	-2%[29.3 µM]	1%[19.4 µM]
CCOC(=O)O[C@]1(C(=O)COC(=O)CC)CC[C@@H]2[C@@H]3CCC4=CC(=O)C=C[C@@]4(C)[C@H]3[C@H](O)C[C@]21C	.	2%[21.4 µM]	-3%[29.3 µM]	-13%[19.4 µM]
O=C(OCC1OC(OC(=O)c2cc(O)c(O)c(OC(=O)c3cc(O)c(O)c(O)c3)c2)[C@@H](OC(=O)c2cc(O)c(O)c(OC(=O)c3cc(O)c(O)c(O)c3)c2)C(OC(=O)c2cc(O)c(O)c(OC(=O)c3cc(O)c(O)c(O)c3)c2)C1OC(=O)c1cc(O)c(O)c(OC(=O)c2cc(O)c(O)c(O)c2)c1)c1cc(O)c(O)c(OC(=O)c2cc(O)c(O)c(O)c2)c1 (some centres undefined)	.	0.071µM*	-16%	0.006µM*
CC(C)C1CCC(C(=O)NC(Cc2ccccc2)C(=O)O)CC1 (centres undefined)	.	-6%	3%	1%[60.1 µM]
CCOC(=O)O[C@@H](C)OC(=O)[C@@H]1N2C(=O)[C@@H](NC(=O)[C@@H](N)c3ccccc3)[C@H]2SC1(C)C	.	4%[21.4 µM]	1%[29.3 µM]	-7%[12 µM]
CCO[C@H]1O[C@@H]([C@H](COCc2ccccc2)OCc2ccccc2)[C@@H](OCc2ccccc2)[C@H]1O	.	-6%[21.4 µM]	-9%[29.3 µM]	-8%[12 µM]
CCC[C@H]1C[C@H](C(=O)N[C@@H]([C@H]2O[C@@H](SC)[C@@H](O)[C@@H](O)[C@@H]2O)[C@H](C)Cl)N(C)C1	.	1%	-6%[29.3 µM]	-2%[12 µM]
CC(C)=CCC[C@](C)(O)C1CC=C(C)CC1 (some centres undefined)	.	5%	-15%	6%[19.4 µM]
NC(=O)c1ccc[n+]([C@@H]2O[C@H](COP(=O)([O-])OP(=O)(O)OC[C@H]3O[C@@H](n4cnc5c(N)ncnc54)[C@@H](O)[C@@H]3O)[C@@H](O)[C@@H]2O)c1	.	3%[21.4 µM]	-11%[29.3 µM]	0%[12 µM]
O=C(OC[C@@H]1O[C@@](O)(COC(=O)c2cccnc2)[C@H](OC(=O)c2cccnc2)[C@H]1OC(=O)c1cccnc1)c1cccnc1	.	2%	1%	-6%[19.4 µM]
CCC(=O)[C@@]1(C)[C@H](C)C[C@@H]2[C@@H]3CCC4=CC(=O)C=C[C@@]4(C)[C@H]3[C@H](O)C[C@]21C	.	3%[21.4 µM]	2%[29.3 µM]	-8%[19.4 µM]

Ordered by molecular weight (falling): part of the list above
SMILES	APEX1 inh	BLM inh	Apoferritin bind	Pol kappa inh
O=C(OCC1OC(OC(=O)c2cc(O)c(O)c(OC(=O)c3cc(O)c(O)c(O)c3)c2)[C@@H](OC(=O)c2cc(O)c(O)c(OC(=O)c3cc(O)c(O)c(O)c3)c2)C(OC(=O)c2cc(O)c(O)c(OC(=O)c3cc(O)c(O)c(O)c3)c2)C1OC(=O)c1cc(O)c(O)c(OC(=O)c2cc(O)c(O)c(O)c2)c1)c1cc(O)c(O)c(OC(=O)c2cc(O)c(O)c(O)c2)c1 (some centres undefined)	.	0.071µM*	-16%	0.006µM*
CC(C)C[C@H](NC(=O)[C@H](CCC(N)=O)NC(=O)[C@H](CCCCN)NC(=O)[C@H](CCC(N)=O)NC(=O)[C@@H](N)CCC(=O)O)C(=O)N[C@@H](CCC(N)=O)C(=O)O	5%	.	5%	9%[19.4 µM]
C=CCN1C(=CCO)[C@H]2C[C@H]3[C@@H]1CC[C@@]31c3ccccc3N3C=C4[C@@H]5N(/C=C/2[C@H]31)c1ccccc1[C@]51CC[C@H]2[C@H]1C[C@@H]4/C(=C/CO)N2CC=C	.	3%[21.4 µM]	-2%[29.3 µM]	1%[19.4 µM]
CCOC(=O)O[C@]1(C(=O)COC(=O)CC)CC[C@@H]2[C@@H]3CCC4=CC(=O)C=C[C@@]4(C)[C@H]3[C@H](O)C[C@]21C	.	2%[21.4 µM]	-3%[29.3 µM]	-13%[19.4 µM]
CCO[C@H]1O[C@@H]([C@H](COCc2ccccc2)OCc2ccccc2)[C@@H](OCc2ccccc2)[C@H]1O	.	-6%[21.4 µM]	-9%[29.3 µM]	-8%[12 µM]
CCOC(=O)O[C@@H](C)OC(=O)[C@@H]1N2C(=O)[C@@H](NC(=O)[C@@H](N)c3ccccc3)[C@H]2SC1(C)C	.	4%[21.4 µM]	1%[29.3 µM]	-7%[12 µM]
CN[C@H]1[C@H](O)[C@@H](O[C@@H]2[C@H](O)[C@@H](O[C@H]3OC(CN)=CC[C@H]3N)[C@@H](N)C[C@H]2N)OC[C@@]1(C)O	.	-12%[21.4 µM]	2%[29.3 µM]	-12%[19.4 µM]
CC1(C)S[C@@H]2[C@H](NC(=O)COc3ccccc3)C(=O)N2[C@H]1C(=O)O	.	-7%	3%	3%[60.1 µM]
N#C/C(=C/c1ccc(O)c(O)c1)C(=O)OC/C=C/c1ccccc1	?	.	?	?
O=C(Nc1ccccc1)C12CC1/C(=N\O)c1ccccc1O2 (centres undefined)	-1%	.	-8%	4%[19.4 µM]
Cc1ncc([N+](=O)[O-])n1C[C@H](O)CCl	.	3%[21.4 µM]	9%[29.3 µM]	-5%[12 µM]
NC(=S)NCCC[C@H](N)C(=O)O	4%	.	0%	3%[60.1 µM]

Later entries:
SMILES	APEX1 inh	BLM inh	Apoferritin bind	Pol kappa inh
CCC[C@@H]1O[C@@H]2C[C@@H]3[C@H]4CCC5=CC(=O)C=C[C@@]5(C)[C@H]4[C@H](O)C[C@@]3(C)[C@@]2(C(=O)CO)O1	.	1%[21.4 µM]	-10%[29.3 µM]	-2%[19.4 µM]
CCC(C)(C)C(=O)O[C@@H]1C[C@H](C)C=C2C=C[C@H](C)[C@@H](CC[C@H]3C[C@@H](O)CC(=O)O3)[C@H]21	.	-6%[21.4 µM]	-14%[29.3 µM]	-7%[12 µM]
CC1CN(c2c(F)c(N)c3c(=O)c(C(=O)O)cn(C4CC4)c3c2F)CC(C)N1 (centres undefined)	.	7%	4%	7%[60.1 µM]
CNC[C@H](O)c1ccc(OC(=O)C(C)(C)C)c(OC(=O)C(C)(C)C)c1	.	-5%[21.4 µM]	-6%[29.3 µM]	-10%[19.4 µM]
C/C=C1/NN(CCCN2CCN(c3cccc(Cl)c3)CC2)C(=O)N1CCOc1ccccc1	.	-2%	-11%	-15%[60.1 µM]
CCC(C(=O)C(C)C(O)C(C)CCc1ccc(C)c(O)c1C(=O)O)C1OC(CC)(C2CC[C@@](O)(CC)C(C)O2)CC1C (some centres undefined)	.	-1%	6%	-9%[60.1 µM]
O=C(O)CN(CC(=O)O)Cc1cc2c(-c3ccccc3C(=O)O)c3cc(CN(CC(=O)O)CC(=O)O)c(=O)cc-3oc2cc1O	.	16µM*	336%[activator]	7.1µM*
C=C1[C@@H]2CC[C@H](C2)C1(C)C	.	1%	4%	-1%[60.1 µM]
Cc1cc2nc3c(=O)[nH]c(=O)nc-3n(CC(O)C(O)C(O)COP(=O)(O)O)c2cc1C (centres undefined)	.	4%	122%[activator]	-13%[60.1 µM]
C=C1c2c(Cl)ccc(O)c2C(O)=C2C(=O)[C@@]3(O)C(O)=C(C(N)=O)C(=O)[C@@H](N(C)C)[C@@H]3[C@@H](O)[C@H]12	.	-6%[21.4 µM]	-7%[29.3 µM]	2.5µM*
CC(C)(C)NC[C@H](O)COc1cccc2c1CCC(=O)N2	.	-7%[21.4 µM]	-3%[29.3 µM]	-4%[12 µM]
NC(=O)c1cc[n+](CC2=C(C(=O)[O-])N3C(=O)[C@@H](NC(=O)Cc4cccs4)[C@@H]3SC2)cc1	.	-6%[21.4 µM]	-5%[29.3 µM]	?
O=C(NC[C@@H](O)CO)c1c(I)c(C(=O)NC[C@@H](O)CO)c(I)c(N(CCO)C(=O)CO)c1I	.	-9%[21.4 µM]	4%[29.3 µM]	5%[19.4 µM]
CC(C)(C)NC(=O)[C@H]1CN(Cc2cccnc2)CCN1C[C@@H](O)C[C@@H](Cc1ccccc1)C(=O)N[C@H]1c2ccccc2C[C@H]1O	.	-9%	-20%	?
CCN[C@@H]1C[C@H](C)S(=O)(=O)c2sc(S(N)(=O)=O)cc21	.	-11%	-2%[29.3 µM]	1%[19.4 µM]
CN[C@@H](CC(C)C)C(=O)N[C@@H]1C(=O)N[C@H](CC(N)=O)C(=O)N[C@@H]2C(=O)N[C@H]3C(=O)N[C@H](C(=O)N[C@H](C(=O)O)c4cc(O)cc(O)c4-c4cc3ccc4O)[C@H](O)c3ccc(c(Cl)c3)Oc3cc2cc(c3O[C@H]2O[C@@H](CO)[C@@H](O)[C@@H](O)[C@@H]2O[C@@H]2C[C@](C)(N)[C@H](O)[C@H](C)O2)Oc2ccc(cc2Cl)[C@@H]1O	.	6%[21.4 µM]	8%[29.3 µM]	-7%[12 µM]
CC(=O)OC1C([N+]2(C)CCCCC2)C[C@H]2C3CC[C@H]4C[C@H](OC(C)=O)C([N+]5(C)CCCCC5)CC4(C)C3CCC12C (some centres undefined)	.	112%[activator]	0%	-5%[19.4 µM]
CC[C@]1(C)CC(=O)NC1=O	.	2%[21.4 µM]	7%[29.3 µM]	-9%[12 µM]
COC(=O)N/N=C/C1=C[N+](=O)c2ccccc2[N+]1=O	.	2%	-7%	-8%[60.1 µM]
CCOC(=O)[C@H](CCc1ccccc1)N[C@@H](C)C(=O)N1[C@H](C(=O)O)C[C@H]2CCC[C@@H]21	.	-1%	-1%[29.3 µM]	-4%[12 µM]
NCc1ccccc1CC(=O)N[C@@H]1C(=O)N2C(C(=O)O)=C(CSc3nnnn3CC(=O)O)CS[C@@H]12	.	2%[21.4 µM]	2%[29.3 µM]	-13%[19.4 µM]
CC1CCC(C(C)C)C(O)C1 (centres undefined)	.	-6%	8%	-2%[60.1 µM]
NC(C(=O)O)[C@@H]1CC(Cl)=NO1 (some centres undefined)	.	-3%	-1%	1%[19.4 µM]
CC(=O)OCC(=O)[C@@]1(O)CCC2C3CCC4=CC(=O)C=CC4(C)C3C(O)C[C@]21C (some centres undefined)	.	4%	-7%	4%[60.1 µM]
CCCCC[C@H](O)/C=C\[C@@H]1[C@H](O)CC(=O)[C@@H]1CCCCCCC(=O)O	.	-5%[21.4 µM]	8%[29.3 µM]	-3%[12 µM]
